# HSP90 refold inh: inhibitors of HSP90 luciferase refolding in rabbit reticulocyte lysate; luciferase refolding luminescence, 3 h; hit rate 0.91% among 290,000; inhibition, % at 5.6 µM;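 active means inhibition above the screen-wide mean plus 3 SD, computed separately per campaign, cut at about 16% in these data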;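 further: 0% = DMSO wells and 100% = 60 µM geldanamycin wells; inhibitors lower the luminescence because luciferase stays unfolded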
# GSK3B inh: blocks human GSK3beta kinase activity; P49841; GST-GSK3beta kinase, ADP-Glo luminescence, 60 min; stronger effect = lower value; AID 2097; activity score (negative = inhibition), % at 10 µM; hit rate 0.038% among 300,000;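 active means more than half of replicate wells score below -50%, meaning over 50% inhibition versus plate controls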;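 further: 0% = median DMSO wells and -100% = median GW8510 positive control wells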
# Target sequence (P49841 whole entry, looked up): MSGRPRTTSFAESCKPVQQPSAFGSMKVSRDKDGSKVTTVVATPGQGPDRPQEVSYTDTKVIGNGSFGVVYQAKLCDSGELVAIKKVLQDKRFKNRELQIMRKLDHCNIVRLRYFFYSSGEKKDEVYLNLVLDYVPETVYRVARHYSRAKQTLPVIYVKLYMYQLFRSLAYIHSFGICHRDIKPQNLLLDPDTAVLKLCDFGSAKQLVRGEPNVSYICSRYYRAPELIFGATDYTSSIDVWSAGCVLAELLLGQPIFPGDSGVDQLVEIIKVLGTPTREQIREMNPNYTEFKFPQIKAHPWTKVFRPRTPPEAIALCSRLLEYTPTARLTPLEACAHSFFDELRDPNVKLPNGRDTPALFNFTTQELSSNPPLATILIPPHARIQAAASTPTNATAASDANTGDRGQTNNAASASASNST
#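 Test system: GST-fused GSK3beta enzyme, cell-free | Quantity: 1.6 ng GST-GSK3beta enzyme per well | Reagent: 25 µM ATP with peptide substrate | Schedule: 60 min enzyme reaction, room temperature | Signal: Luminescent ADP-Glo measurement of ADP formed | Read-out basis: Score relative to plate controls | Control set: DMSO and 20 µM GW8510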
# aSyn UTR inh: 5' untranslated region of α-synuclein, MLPCN primary screen; alpha-synuclein 5'UTR reporter, inhibitor activity; hit rate 0.82% among 300,000; inhibition, % (tested at 7.5 µM); AID 1813; in the data active means inhibition above about 60%;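 further: H4 neuroglioblastoma cells stably carrying SNCA 5'UTR luciferase fusion; 0% = DMSO wells and 100% = positive control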
# HSF1 activator: increases HSF-1 driven luciferase reporter signal; NIH3T3-HGL HSF-1 luciferase reporter, MG132, 8 h; 100% = twice DMSO control signal; activation, % at 9 µM; hit rate 1.7% among 300,000; AID 504408;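 active means mean replicate activation of at least 50% with a set share of replicates each reaching 50%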;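 further: 0% = median of the neutral control wells and 100% = twice that signal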
# IEC-6 cytotox: counter-screen for KLF5 inhibitors: cytotoxicity in IEC-6 cells | IEC-6 cytotoxicity, luminescence viability | inhibition, % at 5 µM | hit rate 0.78% among 290,000 | AID 1825; in the data active means inhibition above about 22%;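 further: 0% = plate median of test compound wells and 100% = cytotoxic reference compound wells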
# AI-2 QS modul: modulators of Vibrio harveyi AI-2 quorum sensing system | Vibrio harveyi JMH597 AI-2 luminescence/OD600 ratio, 9 h; stronger effect = lower value; strain lacks LuxN and CqsS sensors; 0 = neutral-control median | activity change, % at 7.5 µM | hit rate 0.4% among 300,000; in the data active means activity change below about -75%, passing the limit was not always enough;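 further: luminescence divided by OD600 gain over 9 h not by final OD600 alone; inactives centre near 13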
# KLF5 inh: suppresses KLF5 promoter-driven expression | DLD-1 KLF5 promoter-luciferase reporter, luminescence | inhibition, % at 5 µM | hit rate 0.23% among 290,000 | AID 1700;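 active means inhibition above a per-plate limit of that plate's mean compound inhibition plus 3 SD, cut at about 60% in these data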;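 further: 0% = DMSO wells and 100% = LY294002 at 200 µM; higher means less KLF5 promoter-driven luciferase light; inactives centre near -14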
# HSF1 inhib: HSF1 inhibition | NIH3T3-HGL HSE-luciferase, MG132-induced, luminescence 8 h; stronger effect = lower value | activity change, negative = inhibition, % at 7.5 µM (by protocol) | hit rate 0.77% among 300,000 | AID 2098;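 active means more than half of replicate wells show activity change below -50%, luminescence cut by over half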;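 further: luciferase reports HSF-1 transcriptional activity via heat shock element; 0% = median of DMSO wells and -100% = zero luminescence signal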
# HIF activator: HIF pathway transcriptional activation | U2OS HRE-luciferase reporter, luminescence; normalized: DMSO 0%, desferrioxamine 100% | activation, % at 7.5 µM (by protocol) | hit rate 0.32% among 300,000 | AID 1910;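 active means mean activation of at least 10% of the iron chelator positive control signal, with at least half of replicates also reaching 10%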
# GSK3 alpha inh: human GSK-3 alpha kinase inhibition. hit rate 0.1% among 320,000. ADP-Glo luminescence, 60 min. inhibition, % at 10 µM. P49840. AID 2650;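 in the data active means inhibition above about 50%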;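 further: GST-tagged GSK-3 alpha with peptide substrate and 25 µM ATP; 0% = DMSO neutral wells and 100% = GW8510 positive control wells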
# Target sequence (P49840 whole entry, looked up): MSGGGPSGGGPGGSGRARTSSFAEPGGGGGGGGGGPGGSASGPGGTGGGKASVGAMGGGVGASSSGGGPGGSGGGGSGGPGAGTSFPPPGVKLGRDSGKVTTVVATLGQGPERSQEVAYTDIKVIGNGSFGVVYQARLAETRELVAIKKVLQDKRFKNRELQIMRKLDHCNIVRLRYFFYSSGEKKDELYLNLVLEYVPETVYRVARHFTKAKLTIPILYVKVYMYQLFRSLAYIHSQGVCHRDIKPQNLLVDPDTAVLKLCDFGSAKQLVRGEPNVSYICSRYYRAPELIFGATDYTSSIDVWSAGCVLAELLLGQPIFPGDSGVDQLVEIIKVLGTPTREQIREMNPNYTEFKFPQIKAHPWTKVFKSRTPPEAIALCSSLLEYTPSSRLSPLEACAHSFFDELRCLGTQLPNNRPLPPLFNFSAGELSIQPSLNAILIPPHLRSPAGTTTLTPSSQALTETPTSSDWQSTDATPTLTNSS
# * marks the source's active call; other numbers are inactive results; / = no result given.
SMILES,HSP90 refold inh,GSK3B inh,aSyn UTR inh,HSF1 activator,IEC-6 cytotox,AI-2 QS modul,KLF5 inh,HSF1 inhib,HIF activator,GSK3 alpha inh
Cn1c(=O)[nH]c(=O)c2c1nc(OC(=O)c1ccccc1)n2CC(O)COc1ccccc1 (stereo unspecified),-4,1,-10,-4,-6,10,-47,-3,-0.2,1
O=c1[nH]c2ccccc2cc1CN(Cc1cccnc1)S(=O)(=O)c1ccc(Cl)cc1,-3,0,-23,8,0,3,0,0,0.1,-1
CN(c1ccccc1)c1ccc(/C=C(\CCC(=O)O)c2nc3ccccc3s2)cc1[N+](=O)[O-],-2,-1,7,57*,3,18,-4,16,-0.3,-1
COC(=O)[C@@H]1C[C@@]2(O)[C@H](O)[C@H](O)[C@H](O)C[C@H]2N1Cc1cccc2ccccc12,/,-2,13,-19,/,-8,/,0,0.5,0
O=C(C/C=N\OCc1ccc(Cl)cc1Cl)Nc1ccccc1,2,4,12,7,-2,-15,-1,-1,0.0,2
CCOc1ccc2nc(-c3ccc(OC)c(OC)c3)cc(C(=O)O)c2c1,0,-18,-14,-7,1,14,-3,-10,-0.4,-2
Cc1cc2cc(CCNC(=O)C3c4ccccc4Oc4ccccc43)c(=O)[nH]c2cc1C,4,3,-14,-10,2,-9,2,-3,-0.1,-1
CC(C)OP(=O)(c1ccc(N(C)C)cc1)C(O)c1cccnc1 (stereo unspecified),6,0,13,16,-1,14,-2,-13,0.0,-4
COc1ccc(CC(=O)N2CCN(c3ccccn3)CC2)cc1,0,2,-10,30,0,2,5,-5,0.5,-4
NS(=O)(=O)c1ccc2nc(NC(=O)C3CCCO3)sc2c1 (stereo unspecified),-2,-7,25,-7,0,15,-6,5,0.8,-2
O=S(=O)(c1cccc(F)c1)N1CCN(C(=S)NCC2CCCO2)CC1 (stereo unspecified),-2,-1,9,13,5,14,-3,-4,-0.5,1
CC(C)Oc1cc(N)c(Cl)cc1Cl,-5,2,13,-8,0,17,-38,-4,0.0,-1
C=CCn1c(C)cc(C(=O)Cn2c(C(C)O)nc3ccccc32)c1C (stereo unspecified),-1,2,-1,-17,1,3,20,-2,-1.7,-3
Cc1nonc1-c1csc(N)n1,-3,0,-14,-14,2,5,-8,-7,0.0,-3
CN(C)C(=S)SCC(=O)Nc1ccc(Cl)cc1Cl,1,0,-36,61*,2,4,-7,28,0.9,0
CSc1ccc(Cl)c(C(=O)NCCOc2cc(C(C)C)ccc2C)c1,2,-4,4,14,5,5,1,7,-0.2,-5
COc1ccc2[nH]c(=O)c(CN(C(=O)NC3CCCCC3)C3CCCC3)cc2c1,0,14,5,8,-5,6,-42,-1,2.9,1
COC(=O)C1=NN(C(C)=O)C2(CC(=O)N(c3cccc(C)c3)C2=O)C1 (stereo unspecified),-1,-1,11,-5,1,23,-2,-10,-0.5,-1
CCCCCCCC(=O)Nc1cc(C(=O)NCCC)ccc1N1CCC2(CC1)CC(c1cccc(Br)c1)=NO2,/,3,14,2,/,14,/,-2,0.5,-5
Cc1cc(C(=O)N/N=C/c2cc(Br)ccc2OC(=O)c2ccccc2)n[nH]1,-2,/,/,/,0,/,28,/,/,-1
COc1ccc(-n2nnnc2-c2cccnc2)cc1,1,1,-1,-16,-3,11,-29,-1,0.0,2
CCc1nc(CN2CCN(Cc3ccc(F)c(F)c3)C(CCO)C2)c(C)[nH]1 (stereo unspecified),0,6,2,-17,2,19,-1,1,0.1,0
CCOc1ccc(CSC2=NCCN2)cc1[N+](=O)[O-],0,1,-23,5,7,15,-34,-5,0.5,-1
N#CC(CO)(Cc1ccc(OC(F)F)cc1)c1nc2ccccc2[nH]1 (stereo unspecified),0,9,-3,72*,4,6,-26,46,-1.6,-2
CCOc1ccccc1CNc1nc2ccccc2n1C,5,-6,-32,16,-6,12,-26,-4,0.4,1
CCCn1c(=S)[nH]c2cc(C(=O)N3CCN(c4ccccc4OC)CC3)ccc2c1=O,-3,5,31,12,-1,6,-37,-2,-0.4,-1
CS/C(=N\S(=O)(=O)c1cccs1)Nc1ccc(F)c(Cl)c1,0,4,28,1,-7,17,-11,-7,-0.5,-2
CCn1nc(C(=O)N2CCc3ccccc3C2)c2ccccc2c1=O,2,-4,7,5,1,22,8,-4,0.3,-1
CC(=O)Nc1ccc(Oc2nc(C(F)(F)F)nc3ccccc23)cc1,-3,-1,8,18,3,5,-20,-14,0.2,-4
CCOC(=O)NC(NC(=O)OCC)C(=O)c1ccc(F)cc1,-2,2,-32,0,0,-1,-19,4,0.5,4
O=C(Nc1cccnc1Cl)c1ccc(=O)oc1,3,0,-9,13,0,2,-28,1,-1.1,3
O=C(CCc1nnc(-c2ccsc2)o1)N1CCCCC1CCn1ccnc1 (stereo unspecified),1,0,3,-17,1,2,-11,0,-0.1,0
CCN(CC)C(C(=O)NC1CCCCC1)c1ccc(C)cc1 (stereo unspecified),2,0,5,6,7,-6,5,4,-0.4,2
O=C(NN=C1CCN(Cc2ccccc2)CC1)c1ccccc1O,3,1,-36,0,-1,15,-21,-3,-0.5,-1
O=C(CSc1nnc(Cn2nnc(-c3ccccc3)n2)n1-c1ccccc1)Nc1ccc(F)cc1,4,-4,12,18,-3,21,8,2,-0.1,-1
COc1ccccc1C(=O)NC(=O)COC(=O)Cn1[nH]c(=O)c2ccccc2c1=O,/,2,-8,0,/,16,/,6,-0.4,0
Cc1nc(NC(=O)C(Cl)Cl)sc1C(=O)N(C)C,6,5,-7,3,-1,17,7,-9,-0.1,0
O=C(c1ccccc1)N1CCN(c2n[nH]c(=O)[nH]c2=O)CC1,-1,-4,-4,-1,-1,16,-6,3,-0.5,1
Cc1cccn2c(=O)nc(SCC(=O)NCCc3ccccc3)nc12,/,4,-9,-3,/,22,/,-3,-1.0,-4
CCc1c(C)sc(NC(=O)Cn2nc(C)c([N+](=O)[O-])c2C)c1C(N)=O,1,2,-4,-1,1,2,-19,-3,0.2,-1
CCNC(=S)NNC(=O)Cn1c(=O)c2c(ncn2CCOC)n(Cc2ccccc2)c1=O,-6,5,14,4,-7,20,-30,-4,0.0,-3
CCOc1cc(-c2noc(N)c2C(=O)OC)cc(OCC)c1OCC,0,0,-18,-1,4,39,6,0,-0.5,0
CN(C)c1ccc(NC(=O)CCCc2ccccc2)cc1,7,2,-120,36,2,16,-258,11,3.5,-3
Cn1c(SCc2ccccc2)nc2c1c(=O)[nH]c(=O)n2C,6,3,16,-9,-4,4,-12,-7,-1.3,-2
CCOC(=O)/C=C(\C)Sc1cc(=O)oc2ccccc12,1,0,-7,-10,3,20,-14,-1,-1.3,0
Nc1ccccc1C(=O)N1CCC(O)(c2ccc(Cl)cc2)CC1,-3,1,-1,-5,5,21,-21,10,-7.9,-2
COc1ccc(C(C)NC(=O)C23CC4CC(CC(C4)C2)C3)cc1OC (stereo unspecified),3,-1,9,-21,1,-1,10,2,0.1,/
Cc1nc(N)c(C#N)c(-c2ccc3c(c2)OCO3)c1C,1,-2,31,-9,5,5,-25,-13,-3.1,-2
C=CCN1CCN(C(CCC)c2nnnn2Cc2ccco2)CC1 (stereo unspecified),2,-2,10,-15,-1,-1,7,-1,-0.6,0
COc1ccc(CC(=O)N(Cc2cc3cc(OC)ccc3[nH]c2=O)C(C)C)cc1,0,1,-57,19,4,24,-23,2,-0.2,3
O=C(NC1CCCc2ccccc21)c1ccccc1Br (stereo unspecified),1,0,4,4,2,20,-12,6,0.6,-2
CCN(C1CCCCC1)S(=O)(=O)CCNC(=O)c1ccc2c(c1)OCO2,/,1,4,-3,/,23,/,-6,-0.4,-3
CCCNC(=O)c1ccccc1NC(=O)CSCc1ccc(OC)cc1,-1,-3,9,-4,-5,18,-39,4,0.0,3
Cc1nnc(NC(=O)COc2ccccc2)s1,-1,-2,-6,26,0,42,-12,-2,/,0
Cc1cc(=O)c2ccccc2s1,-1,4,15,-8,1,17,-8,-3,-0.7,-1
Cc1ccc2oc(-c3ccco3)nc2c1,-3,2,-137,46,-6,10,-5,62,2.3,-1
O=C(c1ccc(S(=O)(=O)Nc2cccc(C(F)(F)F)c2)cc1)N1CCN(c2ccccc2O)CC1,/,1,14,-3,/,56,/,5,-0.2,/
CC1CCCCC1NS(=O)(=O)c1ccc(S(=O)(=O)NCc2ccncc2)cc1 (stereo unspecified),-2,-4,7,9,12,21,-36,1,-0.2,-3
O=[N+]([O-])c1ccc(COc2cccc(CNc3ccc(F)cc3)c2)cc1,-1,3,-8,11,3,2,-21,24,0.1,/
C=CCNC(=S)Nc1c(C(=O)OC)[nH]c2cc(OC)ccc12,1,-1,-91,30,8,50,-21,10,0.9,2

# Individual results from the results shown.
# Under aSyn UTR inh, `CCOc1ccccc1CNc1nc2ccccc2n1C` has -32
# Under GSK3 alpha inh, `COc1ccccc1C(=O)NC(=O)COC(=O)Cn1[nH]c(=O)c2ccccc2c1=O` has 0
# Under HSF1 inhib, `CCc1nc(CN2CCN(Cc3ccc(F)c(F)c3)C(CCO)C2)c(C)[nH]1` (stereo unspecified) has 1

# Returning to the listing; the 2 compounds before the break are reprinted first.
SMILES,HSP90 refold inh,GSK3B inh,aSyn UTR inh,HSF1 activator,IEC-6 cytotox,AI-2 QS modul,KLF5 inh,HSF1 inhib,HIF activator,GSK3 alpha inh
O=[N+]([O-])c1ccc(COc2cccc(CNc3ccc(F)cc3)c2)cc1,-1,3,-8,11,3,2,-21,24,0.1,/
C=CCNC(=S)Nc1c(C(=O)OC)[nH]c2cc(OC)ccc12,1,-1,-91,30,8,50,-21,10,0.9,2
O=C(O)C1CCCCC1C(=O)Nc1cccc(C(=O)N2CCCCC2)c1 (stereo unspecified),5,-1,24,-65,6,24,16,-56*,0.1,2
Cc1cc(S(=O)(=O)NCc2ccc(N3CCN(C)CC3)cc2)c(C)s1,0,1,-22,1,0,4,-10,1,-0.3,3
CCN(CC)C(=O)CSc1nc2cccnc2n1-c1ccccc1OC,6,0,-8,-11,-5,13,11,-6,-1.0,0
CCn1c(O)c(N=Nc2ccc(Cl)c(C(=O)O)c2)c2ccccc21,2,6,4,-7,5,16,-14,-1,0.0,-4
Cc1ccc(S(=O)(=O)N2CCOCC2)cc1C(=O)N1CCCC1,-4,1,4,-13,4,-2,-4,1,-0.7,-3
CCCCC1=CC2=CC(=O)C(C)(OC(=O)CC)C(=O)C2=CN1Cc1ccc2c(c1)OCO2 (stereo unspecified),/,-4,-7,2,/,17,/,-8,0.2,0
Cc1ccc(Oc2ccccc2NC(=O)CSCC(=O)Nc2cc(C)on2)cc1,/,0,-8,5,/,17,/,1,-4.7,0
Cc1ccc(Cc2nc(-c3ccncc3)no2)cc1,1,0,-16,20,-4,-48,-38,8,0.5,-1
Cc1nnsc1C(=O)NC1CCCc2c1cnn2-c1ccc(F)cc1F (stereo unspecified),4,1,-2,-22,14,28,40,5,0.8,2
O=C(COC(=O)/C=C/c1cccs1)Nc1nc(-c2cccc(Br)c2)cs1,5,-4,-79,11,-6,7,-5,1,0.8,-3
COc1ccc(CC(C)Nc2ccccc2F)cc1 (stereo unspecified),-5,3,-14,-12,-1,21,-22,3,-3.8,1
COc1cccc(C2C=C(c3ccc(Br)s3)Nc3ncnn32)c1OC (stereo unspecified),5,2,-11,10,6,15,12,-3,0.0,2
